# RAD52 anneal inh: inhibitors of human RAD52 DNA annealing; recombinant RAD52 DNA annealing, FRET fluorescence; AID 651710; 0.46% of 360,000 active; inhibition, % at 18.7 µM;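 active means every replicate showing at least 50% inhibition; inconclusive means mean inhibition at least 50% but not in every replicate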
# Target sequence (P43351 whole entry, looked up): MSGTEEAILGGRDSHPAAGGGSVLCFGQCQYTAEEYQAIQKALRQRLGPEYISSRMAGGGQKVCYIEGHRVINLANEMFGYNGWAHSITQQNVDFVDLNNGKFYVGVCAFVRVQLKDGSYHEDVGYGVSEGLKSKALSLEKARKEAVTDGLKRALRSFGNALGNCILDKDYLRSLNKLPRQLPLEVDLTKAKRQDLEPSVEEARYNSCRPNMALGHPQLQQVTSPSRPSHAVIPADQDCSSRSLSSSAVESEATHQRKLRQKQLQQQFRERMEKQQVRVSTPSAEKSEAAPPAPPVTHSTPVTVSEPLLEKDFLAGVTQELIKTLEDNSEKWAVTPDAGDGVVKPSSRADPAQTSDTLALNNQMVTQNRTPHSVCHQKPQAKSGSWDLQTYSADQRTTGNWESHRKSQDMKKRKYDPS
# RAD54 inh: inhibitors of human RAD54 branch migration; RAD54 Holliday junction branch migration, FAM/BHQ fluorescence; AID 602329; 0.14% of 360,000 active; inhibition, % at 10.4 µM; Q92698;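 active means mean normalized replicate activity at least 40 and at least half of replicates scoring 40 or more; inconclusive means only one of the two criteria met; inactive means mean below 40 and under half of replicates reaching 40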;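 further: 0% = median of neutral control wells and 100% = median of positive control wells; inhibitors cause a drop in the FAM fluorescence signal; in these data hits start at about 50%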
# ARNT-TACC3 inh: disrupts binding between human ARNT and TACC3 | Q9Y6A5 | AlphaScreen His-ARNT PAS-B/GST-TACC3 binding, luminescence; TACC3 fragment carries E629A point mutation | inhibition, % at 9.99 µM | 0.66% of 390,000 active | AID 623870;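 active means mean inhibition of replicates at least 50% and at least half of replicates each reaching 50%; inconclusive means half or more replicates reach 50% but mean below 50%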;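 further: 0% = complete ARNT plus TACC3 wells and 100% = ARNT alone without TACC3; many hits fall short of the cut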
# E-sel inducer: induces E-selectin expression in human endothelial cells. P16581. HUVEC E-selectin immunofluorescence imaging; normalized: neutral wells 0, TNF-alpha wells 100. activation, % at 7.58 µM. 0.37% of 260,000 active. AID 686992;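 active means mean E-selectin-positive cell signal at least 10% of the positive control, reached in at least 60% of replicates, without over 20% cell loss; inconclusive means no rule given, readout overlaps actives, possibly toxicity-flagged; inactive means the rest, including those meeting only one limit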;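 further: in these data hits start at about 27%; measured in HUVEC primary endothelial cells; signal is the percent of cells scored E-selectin positive by PE staining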
# Target sequence (P16581 whole entry, looked up): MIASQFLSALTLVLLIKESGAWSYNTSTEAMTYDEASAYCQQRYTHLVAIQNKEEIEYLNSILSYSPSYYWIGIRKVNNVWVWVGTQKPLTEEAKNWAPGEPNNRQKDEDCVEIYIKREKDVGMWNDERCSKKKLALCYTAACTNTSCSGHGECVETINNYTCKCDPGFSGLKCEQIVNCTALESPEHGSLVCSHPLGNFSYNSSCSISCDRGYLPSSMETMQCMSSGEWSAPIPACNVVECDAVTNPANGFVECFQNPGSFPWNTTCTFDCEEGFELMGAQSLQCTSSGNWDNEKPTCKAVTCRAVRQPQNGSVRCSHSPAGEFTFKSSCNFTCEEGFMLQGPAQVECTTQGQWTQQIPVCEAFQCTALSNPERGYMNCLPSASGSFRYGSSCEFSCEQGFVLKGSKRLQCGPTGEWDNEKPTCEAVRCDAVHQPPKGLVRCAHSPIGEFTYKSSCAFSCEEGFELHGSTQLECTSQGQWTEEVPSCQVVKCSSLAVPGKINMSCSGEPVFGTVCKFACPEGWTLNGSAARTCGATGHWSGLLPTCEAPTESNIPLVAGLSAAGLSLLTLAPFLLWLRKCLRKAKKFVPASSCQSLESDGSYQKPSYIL
#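 Test system: HUVEC; input: 3,000 HUVEC/well; measured by: immunofluorescence imaging; read-out: % PE-positive cells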
# Casp6 inh: caspase-6 (human) enzyme inhibition | P55212 | purified caspase-6, Z-VEID-R110 cleavage fluorescence | inhibition, % at 12.5 µM | 0.53% of 350,000 active | AID 686996;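 active means mean inhibition across replicates at least about 35%, with every replicate also reaching that limit, limit read from the data; inconclusive means only one of the two criteria met; inactive means neither criterion met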;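 further: 0% = median of neutral control wells and 100% = no fluorescence left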
# PglD inh: blocks C. jejuni PglD acetyltransferase activity; purified PglD enzyme, DTNB colorimetric CoA detection; inhibition, % at 12.5 µM; 0.098% of 360,000 active; AID 602405; in the data active means inhibition above about 16%, passing the limit was not always enough; inconclusive means no clear call, values can overlap the other calls; further: strong numbers were not always called active
# esBAF inh: blocks esBAF chromatin remodeling in mouse ES cells; AID 602393; 2% of 350,000 active; reporter increase, % at 12.5 µM; Bmi1-luciferase knock-in reporter, 24 h; 100% = twice the neutral-well signal; in the data active means activation above about 40%; inconclusive means no clear call, values can overlap the other calls;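 further: 0% = median of the plate's neutral control wells and 100% = double that signal; a rise in the Bmi1 reporter signal indicates esBAF inhibition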
# ERp5 inh: ERp5 (human) disulfide isomerase inhibition | 0.05% of 350,000 active | ERp5 insulin aggregation, absorbance 650 nm, 90 min | Q15084 | inhibition, % at 9.99 µM;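 active means mean replicate inhibition above about 25%, with every replicate also reaching it, limit read from the data, passing the limit was not always enough; inconclusive means only one of those two criteria met; inactive means neither criterion met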
# The depositor's hits bear a star; ? = inconclusive; / = not tested or not shown. The order is random (roughly 3.2% active in at least one column).
# Start of the listing, in advance, 10 compounds:
SMILES,RAD52 anneal inh,RAD54 inh,ARNT-TACC3 inh,E-sel inducer,Casp6 inh,PglD inh,esBAF inh,ERp5 inh
C[C@@H]1CN([C@@H](C)CO)C(=O)c2cc(-c3ccccc3F)cnc2O[C@@H]1CN(C)C(=O)C1CCOCC1,-2.3,-3.6,-4.1,-0.1,-3.1,3.6,0.4,-5.6
Cc1ccc(C(=O)NC2CCCCN(C)C2=O)c(C)c1 (stereo unspecified),-22.0,/,/,-0.2,4.2,/,/,0.1
CN(C)C(=O)[C@H]1[C@H](CO)[C@H]2Cn3c(ccc(C4=CCCCC4)c3=O)[C@H]2N1C(=O)c1ccccc1F,4.7,7.6,3.4,0.0,2.5,-0.7,0.1,8.1
Cc1ccc(SCC(=O)Nc2ccc(N3CCOCC3)cc2)cc1C,-22.2,2.1,/,-0.2,0.8,-5.9,-17.3,-8.8
CCCc1ccc2c(C(F)(F)F)cc(C(F)(F)F)cc2n1,-0.9,-5.3,/,0.0,-0.1,-4.3,-10.5,1.0
c1cnc(Nc2nc(-c3ccc4ccccc4c3)cs2)nc1,/,12.1,-1.0,/,/,-2.8,-4.6,/
O=C(CSc1nc2ccccc2s1)N1CCCCC1,-0.5,-3.8,3.4,/,-1.5,-3.4,81.5*,-0.5
COc1ccc(C2CC(c3ccc(OC)cc3)n3nc(NC(=O)c4cccs4)nc3N2)cc1 (stereo unspecified),/,10.1,0.9,/,/,2.5,10.1,/
COc1cc(C)c(Cl)cc1S(=O)(=O)n1cnc2ccccc21,-4.9,-1.5,1.8,/,-0.3,1.2,-3.6,-2.8
Brc1ccc(-c2noc(-c3ccccc3)n2)o1,-9.0,/,3.8,-0.4,2.4,/,/,1.8

# Main list, from the first entry:
SMILES,RAD52 anneal inh,RAD54 inh,ARNT-TACC3 inh,E-sel inducer,Casp6 inh,PglD inh,esBAF inh,ERp5 inh
C[C@@H]1CN([C@@H](C)CO)C(=O)c2cc(-c3ccccc3F)cnc2O[C@@H]1CN(C)C(=O)C1CCOCC1,-2.3,-3.6,-4.1,-0.1,-3.1,3.6,0.4,-5.6
Cc1ccc(C(=O)NC2CCCCN(C)C2=O)c(C)c1 (stereo unspecified),-22.0,/,/,-0.2,4.2,/,/,0.1
CN(C)C(=O)[C@H]1[C@H](CO)[C@H]2Cn3c(ccc(C4=CCCCC4)c3=O)[C@H]2N1C(=O)c1ccccc1F,4.7,7.6,3.4,0.0,2.5,-0.7,0.1,8.1
Cc1ccc(SCC(=O)Nc2ccc(N3CCOCC3)cc2)cc1C,-22.2,2.1,/,-0.2,0.8,-5.9,-17.3,-8.8
CCCc1ccc2c(C(F)(F)F)cc(C(F)(F)F)cc2n1,-0.9,-5.3,/,0.0,-0.1,-4.3,-10.5,1.0
c1cnc(Nc2nc(-c3ccc4ccccc4c3)cs2)nc1,/,12.1,-1.0,/,/,-2.8,-4.6,/
O=C(CSc1nc2ccccc2s1)N1CCCCC1,-0.5,-3.8,3.4,/,-1.5,-3.4,81.5*,-0.5
COc1ccc(C2CC(c3ccc(OC)cc3)n3nc(NC(=O)c4cccs4)nc3N2)cc1 (stereo unspecified),/,10.1,0.9,/,/,2.5,10.1,/
COc1cc(C)c(Cl)cc1S(=O)(=O)n1cnc2ccccc21,-4.9,-1.5,1.8,/,-0.3,1.2,-3.6,-2.8
Brc1ccc(-c2noc(-c3ccccc3)n2)o1,-9.0,/,3.8,-0.4,2.4,/,/,1.8
CSc1cnc2c(=O)n(C)c(=O)[nH]c2n1,-2.7,/,31.5,-1.2,-3.3,/,/,2.8
CCNC(=O)C[C@@H]1CC[C@@H]2[C@H](COc3ccc(NC(=O)Nc4ccccc4Cl)cc3C(=O)N2C)O1,-1.5,1.6,-3.3,-0.1,0.8,2.8,4.0,-3.9
O=C(c1ccccc1)N1C[C@@H]2[C@H](c3ccccc31)[C@@H](CO)N2S(=O)(=O)c1ccccc1,0.8,-6.0,-7.8,0.4,4.1,2.9,-6.3,-4.5
COc1ccc(CN(C)C[C@@H]2OCCCC[C@@H](C)Oc3ccc(NS(=O)(=O)c4c(C)noc4C)cc3C(=O)N([C@@H](C)CO)C[C@@H]2C)cc1,28.9,/,/,0.0,1.8,/,/,-1.9
CCN=C1NC(CCc2ccccc2)C(C(=O)OC)=C(C)N1Cc1ccc(C(F)(F)F)cc1 (stereo unspecified),-22.1,/,/,0.4,-4.1,/,/,-0.9
COC(=O)[C@@]1(Sc2ccc(C)cc2)CC(=O)N(c2ccc3c(ccn3C)c2)[C@@H]1c1ccccc1,-11.2,/,/,11.1,1.5,/,/,-8.2
CCCN(C)C[C@H]1Oc2cc(-c3cccc(C#N)c3)ccc2S(=O)(=O)N([C@@H](C)CO)C[C@H]1C,-0.6,-2.0,4.4,0.4,2.0,-2.0,-4.1,0.9
Cc1cccc(C)c1NC(=O)CNC(=O)c1ccccc1,6.3,/,-2.6,/,-1.2,/,-1.4,-2.3
O=C(c1ccc(Cl)c(Cl)c1)N1CCC(=O)N(C(COCc2ccc(Cl)cc2)Cc2ccccc2)CC1 (stereo unspecified),-1.1,-0.5,1.5,0.1,0.9,-0.5,-3.9,-6.3
CCN(CC)c1c([N+](=O)[O-])c(=O)oc2ccccc12,-2.2,/,39.2,1.4,1.5,/,/,-3.2
O=C1C=C(NNC(=O)c2ccncc2)CC(c2ccccc2)C1 (stereo unspecified),-22.2,/,-2.8,/,-2.1,/,/,-5.1
O=C(c1ccc(N2CCCC2)c([N+](=O)[O-])c1)N1CCN(c2ccccn2)CC1,-15.1,/,-5.5,/,0.2,/,/,-0.3
O=C(O)c1cnnc2ccccc12,-5.1,-0.7,-2.0,-0.8,3.3,-0.9,1.3,0.0
C[C@H](CO)N1C[C@H](C)[C@H](CN(C)C(=O)CN(C)C)Oc2ncc(C#CC3(O)CCCC3)cc2C1=O,-2.0,7.6,-2.6,0.6,-3.0,1.5,-0.7,0.4
CCN(C(=O)c1cc(S(=O)(=O)N2CCCC2)ccc1C)C1CCS(=O)(=O)C1 (stereo unspecified),-13.7,2.7,/,0.1,31.1,-4.0,-6.1,-8.5
CC(C)NC(=O)N(C)C[C@@H]1OCCCC[C@H](C)Oc2ccc(NC(=O)C3CCCCC3)cc2C(=O)N([C@@H](C)CO)C[C@H]1C,-12.8,6.7,-5.3,/,1.6,-0.7,/,1.3
C[C@@H]1CN([C@H](C)CO)C(=O)c2cccc(NC(=O)NC3CCCCC3)c2O[C@@H]1CN(C)CC1CCCCC1,-7.7,-5.3,-3.4,0.2,1.5,2.7,-1.8,-10.0
CCn1c(=O)c2sccc2n(Cc2cc(C(=O)OC)ccc2OC)c1=O,-14.6,1.6,-5.5,/,-0.4,-6.5,-4.8,-2.2
COc1ccccc1NC(=O)N1C[C@@H](O)COC[C@@H]2O[C@@H](CC(=O)NCCc3ccncc3)CC[C@H]21,-17.6,-1.1,8.4,-0.1,1.4,6.5,-3.4,-3.4
COc1ccc(S(=O)(=O)Nc2ccc3c(c2)C(=O)N(C)C[C@@H](OC)[C@@H](C)CN[C@@H](C)CO3)cc1,-43.0,-3.7,-6.1,-0.2,1.1,1.7,-3.6,-0.8
O=C(C[C@H]1CC[C@H]2[C@@H](COC[C@@H](O)CN2S(=O)(=O)c2ccccc2)O1)NCc1ccc2c(c1)OCO2,1.2,7.1,9.6,0.0,2.4,-1.1,-0.9,-0.7
CCN(CC)c1ccc(/C=N/NC(=O)CN2CCCc3ccccc32)cc1,-14.5,/,17.0,/,0.6,/,/,1.8
COc1ccccc1NC(=O)CN(C)S(=O)(=O)c1ccc(F)cc1,/,6.5,-6.0,/,/,4.7,3.9,/
O=C(CSc1nnc(-c2ccc(Cl)cc2)o1)NNC(=O)c1ccncc1,-4.5,-4.8,/,0.8,-1.0,1.6,2.7,0.6
CC1CCN(C(=O)CCc2nnc(-c3ccccc3)o2)CC1,5.5,/,0.9,/,13.1,/,74.1*,6.0
O=C(/C=C/c1cc([N+](=O)[O-])ccc1OC(F)F)Nc1cccc2ccccc12,8.0,/,-8.8,-3.1,-3.1,/,/,1.2
CC(CN1CCC(n2nccc2NC(=O)c2ccccc2Cl)CC1)c1ccccc1 (stereo unspecified),-57.4,1.5,0.0,0.0,-3.5,2.2,-4.0,0.2
Cc1ccc(C)c(C2NC(=O)c3ccccc3N2)c1 (stereo unspecified),-8.0,7.2,-30.1,1.4,-4.0,1.0,-22.4,2.7
CC1Cc2nc(SCC(=O)Nc3ccc4c(c3)OCO4)n(CCc3ccccc3)c(=O)c2S1 (stereo unspecified),-3.8,2.4,0.5,-0.1,-0.1,-2.9,6.2,1.7
C[C@H](CO)N1C[C@H](C)[C@@H](CN(C)C(=O)Nc2ccc(F)cc2)Oc2ccc(NC(=O)c3ccncc3)cc2CC1=O,14.3,-7.7,8.3,-0.1,-0.1,0.7,-2.2,-0.3
O=C(c1ccccc1Oc1nnnn1-c1ccccc1)N1CCOCC1,/,1.0,-1.6,/,/,4.8,-2.2,/
COc1ccccc1CNc1nc(=S)[nH]c2cc(OC)c(OC)cc12,36.7,-2.2,53.5*,0.1,-0.3,-0.9,0.1,-2.5
CC(C)(CNc1ccc(S(=O)(=O)C(F)(F)F)cc1[N+](=O)[O-])N1CCOCC1,-10.4,4.4,8.2,0.1,4.3,-5.4,-1.0,0.7
O=C(N/N=C/c1ccccc1F)NC12CC3CC(CC(C3)C1)C2,14.3,1.3,0.3,0.4,2.1,-1.1,?,-3.0
O=C1c2ccccc2C(=O)N1CCOc1ccccc1Cl,-1.5,3.4,14.6,0.0,0.5,3.6,?,3.3
COc1cc2c(cc1NC(=O)CSc1nccn1C)oc1ccccc12,-26.5,16.2,30.0,/,2.9,4.6,24.9,3.3
CC(C)CCC1(CCO)C(=O)N=C(N)NC1=O (stereo unspecified),-4.6,-1.4,-5.6,-0.4,-1.6,0.7,-2.2,-3.9
CC(C)(C)NCCC(O)c1cc(C(F)(F)F)nc2c(C(F)(F)F)cccc12 (stereo unspecified),2.9,/,-12.0,0.0,19.3,/,/,0.9
C[C@@H]1CN([C@H](C)CO)C(=O)c2cc(NC(=O)CCC(F)(F)F)ccc2O[C@@H](C)CCCCO[C@H]1CN(C)C(=O)CCC(F)(F)F,0.7,2.9,-13.6,/,1.4,-1.9,7.0,-4.3
C[C@H]1CN([C@@H](C)CO)C(=O)Cc2cc(NS(=O)(=O)c3ccccc3)ccc2O[C@H]1CN(C)Cc1ccc(-c2ccccc2)cc1,5.1,0.6,0.9,0.1,-0.4,-2.7,-0.4,0.9
CN(C)C(=O)[C@H]1[C@H](CO)[C@H]2Cn3c(ccc(C4=CCCCC4)c3=O)[C@H]2N1Cc1ccc2c(c1)OCO2,0.0,1.1,7.7,2.1,2.9,3.8,1.7,3.7
O=C(CN1C(=O)COc2ccc(S(=O)(=O)N3CCOCC3)cc21)NCc1ccco1,-10.5,/,-27.2,7.7,-3.0,/,/,1.9
